Screening data: PubChem, Sanford-Burnham Center for Chemical Genomics
H9c2 TAG inh: inhibitors of triacylglycerol accumulation, primary screen, cell-based, uHTS, fluorescence, H9c2. H9c2 cells, Nile Red lipid (TAG) fluorescence; cells loaded with 200 µM oleic acid. 230,000 tested, 0.66% active. inhibition, % at 12.5 µM;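 active = pattern-corrected inhibition of lipid staining of at least 50% with the nuclear-stain viability signal not falling by more than 50%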;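 note: 0% = DMSO wells and 100% = triacsin C control wells; some results filed as inactive read as strong as hits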
H9c2 TAG inh DAPI viability: recorded beside H9c2 TAG inh, whose call it bears; DAPI nuclei signal change (viability), lower = more cytotoxic, %;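 whole-well DAPI fluorescence read on a plate reader as a viability signal; minus 50 percent equals half of cells still viable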
An asterisk follows results filed as active. This is a subset, so the mix of outcomes need not match the whole.

SMILES	H9c2 TAG inh	H9c2 TAG inh DAPI viability
O=C(Nc1ccc(Cc2ccncc2)cc1)c1ccc(S(=O)(=O)N2CCOCC2)cc1	-44.4	7.3
O=C(N/N=C/c1c(Cl)cccc1Cl)C(=O)NC1CC1	-4.8	3.7
COC(c1ccc(Cl)cc1)(c1ccc(Cl)cc1)C(Oc1nc(C)cc(C)n1)C(=O)O (configuration not stated)	-12.5	6.7
Cc1ccc2nc(N)nnc2c1	-8.3	7.0
CC(C)CCNC(=O)C(c1ccc(O)cc1)N(Cc1cccs1)C(=O)C1COc2ccccc2O1 (configuration not stated)	9.4	-0.9
Cc1nc2ccccn2c1C(=O)NNC(=O)Nc1ccccc1	0.9	-1.0
O=C(NCc1cccnc1)c1ccc(Cn2c(=S)[nH]c3ccc(Br)cc3c2=O)cc1	-1.5	0.8
O=C(Nc1cccc2ccccc12)c1ccc2sc([C@H]3C[C@H](O)[C@@H](CO)O3)nc2c1	12.1	-6.5
COc1ccc(C(=O)OCC(=O)Nc2ccc3c(c2)OCCO3)c(OC)c1	-3.0	3.0
CCOC(=O)Cn1c(C)nc2c(C(=O)OCC)sc(C)c2c1=O	-16.0	2.5
CCOC(=O)CC1C(=O)NCCN1S(=O)(=O)c1ccc(Cl)cc1 (configuration not stated)	8.5	7.4
O=C(COC(=O)c1cccs1)NCc1ccc2c(c1)OCO2	-17.8	5.5
CC(C)(C)OC(=O)NCCCC[C@@H](C(=O)NCCCCCCCCCCC(=O)N1CCN(C(=O)OC(C)(C)C)CC1)n1cc(CCCC(=O)O)nn1	-9.9	-1.7
COC1CCN(C(=O)CC2C(=O)NCCN2CC2CCCCC2)CC1 (configuration not stated)	-19.4	18.8
COc1ccccc1-c1ccc(SCc2ccc(C)cc2)nn1	-27.5	-3.6
CCCc1c(C(=O)Nc2ccc(N3CCOCC3)cc2)cnn1-c1ccccc1	-5.9	9.8
c1ccc(-c2ncc3ccccn23)cc1	3.9	5.2
Cc1cccc(NC(=O)CSc2nc3ccccc3c3nc(CCc4c(C)n[nH]c4C)nn23)c1	35.2	-13.8
CC(C)CN1C(=O)/C(=C(/C#N)C(=O)NC2CCCCC2)c2ccccc21	-1.5	-7.1
CCOc1ccc(S(=O)(=O)Nc2cccnc2)cc1	4.8	-3.4
COc1ccc2nc(SCC(=O)Nc3c(C)cc(C)cc3C)[nH]c2c1	24.4	-8.5
CCNC(=O)n1nccc1C(C)Oc1cccc(C(F)(F)F)c1 (configuration not stated)	-9.2	15.9
CNC(=S)/N=C(/Nc1ccccc1)c1ccccc1	-5.7	-0.7
CC1CCCN(S(=O)(=O)CCNC(=O)c2ccccc2)C1 (configuration not stated)	15.9	-5.7
Cc1ccsc1C(=O)OCC(=O)c1cc(C)n(CC2CCCO2)c1C (configuration not stated)	-18.4	26.9

Following part.
SMILES	H9c2 TAG inh	H9c2 TAG inh DAPI viability
COc1cc(CNn2nnnc2N)cc(Br)c1OCc1c(Cl)cccc1Cl	4.8	-14.7
CC1(NC(=O)Cc2ccc(S(=O)(=O)N3CCOCC3)s2)CCS(=O)(=O)C1 (configuration not stated)	5.7	17.1
Cc1cc(/C=C(\C#N)C(=O)O)c(C)n1-c1ccc(Br)cc1	11.9	-3.7
CN(C(=O)CSc1nnc(-c2ccc(F)cc2)n1C)C1CCS(=O)(=O)C1 (configuration not stated)	-2.0	3.9
Cc1ccc(C)c(NC(=O)C2C3CCCC2C3c2ccccc2)c1 (configuration not stated)	1.6	0.5
Cc1nc(C(C)NC(=O)CCc2nnc(CCCc3ccccc3)o2)c(C)s1 (configuration not stated)	-0.4	-5.8
O=C(COC(=O)c1ccc(O)cc1O)Nc1nnc(-c2ccccc2)o1	-10.5	-4.4
CCOc1ccc(CCNC(=O)COC(=O)c2ccc(F)c(S(=O)(=O)N3CCOCC3)c2)cc1OCC	24.5	-2.6
O=CN1CCN(S(=O)(=O)c2ccc(Cl)c(C(=O)O)c2)CC1	12.2	5.5
CCN(CC)CCNC(=O)C(C(=O)c1ccccc1)n1ccccc1=O (configuration not stated)	-16.4	7.6
CCC1(c2ccccc2)NC(=O)N(CC(=O)NNC(=O)CCN2CCN(c3ccccc3)CC2)C1=O (configuration not stated)	-12.6	5.9
O=C(N/N=C/c1ccco1)c1csc2c1CCCC2	-13.9	6.0
O=C(Nc1ccc(F)cc1F)Nc1ccc(F)cc1F	-33.5	-7.4
O=C(CN1C(=O)NC2(CCCCC2)C1=O)N1CCN(S(=O)(=O)c2cccc([N+](=O)[O-])c2)CC1	-8.4	-2.5
COCCNC(=O)C1CCCN(C(=O)c2sc(-c3ccccc3)nc2C)CC1 (configuration not stated)	4.2	-2.3
c1ccc(CSc2ccc3nnc(-c4ccccn4)n3n2)cc1	6.8	-3.1
O=C(CN(CC1CCCO1)C(=O)CNS(=O)(=O)c1ccccc1)NCc1ccco1 (configuration not stated)	-11.4	4.0
N#C/C(=C\c1cc(Br)ccc1F)C(=O)NC1CC1	17.5	-5.4
O=C(C1CCN(Cc2ccc(F)cc2)CC1)N1CCN(C/C=C/c2ccccc2)CC1	20.0	13.0
Cc1nc(N)c(C#N)c(-c2ccccc2Cl)c1C	-2.0	-5.6
COc1ccccc1CCNC(=O)C(=O)NCC1OCCN1S(=O)(=O)c1ccc(Cl)cc1 (configuration not stated)	3.4	-11.5
Cc1cc(C)c2cc(C#N)c(SCC(=O)NCc3ccco3)nc2c1	14.2	4.7
COc1cccc(NC(=O)c2ccc(NCCCN3CC(C)CC(C)C3)c([N+](=O)[O-])c2)c1 (configuration not stated)	16.9	-3.4
C=C(C)CC(Nc1ccc(OC)cc1)c1ccco1 (configuration not stated)	6.3	-11.3
O=C(NNC(=O)c1ccc(Oc2ccc(C3SCCS3)cc2)o1)c1ccc(Cl)cc1	9.8	-3.0

Single values from above:
N#C/C(=C\c1cc(Br)ccc1F)C(=O)NC1CC1 | H9c2 TAG inh: 17.5
Cc1cc(C)c2cc(C#N)c(SCC(=O)NCc3ccco3)nc2c1 | H9c2 TAG inh: 14.2

(more compounds)
SMILES	H9c2 TAG inh	H9c2 TAG inh DAPI viability
CCCC(C)c1nnc(NC(=O)CS(=O)(=O)Cc2ccccc2)s1 (configuration not stated)	-20.1	8.2
Cc1cccc(C(=O)N2CCC(=O)N(C(COCc3cccc(C(F)(F)F)c3)Cc3ccccc3)CC2)c1 (configuration not stated)	7.0	-4.3
CN(C(=O)COC(=O)CNC(=O)c1cccs1)c1c(N)n(Cc2ccccc2)c(=O)[nH]c1=O	-8.3	-1.3
O=C(O)Cc1ccc(NC(=S)NCc2ccco2)cc1	-3.3	7.0
CCCN(CC(=O)Nc1ccc(F)c(F)c1F)C(=O)c1ccc2c(=O)n3c(nc2c1)CCC3	1.6	-0.3
Cc1cc([N+](=O)[O-])nn1CC(=O)N/N=C/c1ccccc1Br	-8.8	7.9
Cc1cc(Br)ccc1NC(=O)CNC(=O)c1ccc(-n2cncn2)c([N+](=O)[O-])c1	-9.5	-3.7
CC(=O)N[C@@H](Cc1ccc(O)cc1)CN1C(N)=NC[C@@H]1CC(C)C	16.6	-1.6
CC(C)S(=O)(=O)N1CCCC(c2cc(C(=O)NCc3ccccc3)no2)C1 (configuration not stated)	5.8	2.0
Cc1nn(C)c(C(=O)NC(=S)Nc2ccccc2O)c1Cl	6.3	3.6
O=C(O)c1cccc(NS(=O)(=O)c2ccc(Cl)c(C(=O)O)c2)c1	0.3	4.1
O=c1[nH]c2ccccc2nc1C(Nc1ccccc1)c1ccccc1 (configuration not stated)	-4.0	-5.0
O=C(NC1CCCCC1)c1ccc(OC2CCN(Cc3ccccn3)CC2)cc1	-3.9	-5.1
Cc1ccccc1NS(=O)(=O)c1cc2c(cc1C)N(C)CCO2	0.5	-10.9
CC(=O)NCCC(=O)Nc1ccc(C)c(F)c1	6.0	-11.0
COc1ccc(C2(CNC(=O)c3ccccc3)CCOCC2)cc1	0.1	-1.5
CCC(C)(C)C1CCc2[nH]nc(C(=O)N/N=C(\C)c3ccco3)c2C1 (configuration not stated)	0.4	-11.4
COc1ccccc1C(=O)NNC(=O)CN(C)S(=O)(=O)c1ccc(Cl)cc1	-8.1	4.9
CN(C)CCNc1ncnc2c1sc1nc(-c3ccccc3)c3c(c12)CCCC3	30.1	12.9
COc1ccc(OC)c(C(=O)/C=C/c2ccccc2C(F)(F)F)c1	-34.9	8.6
COc1ccccc1NS(=O)(=O)c1cc(NC(=O)COc2ccccc2)ccc1N1CCOCC1	22.4	2.5
O=C(/C=C/c1ccc(N2CCOCC2)cc1)c1ccccc1	1.4	7.1
CC(=O)c1cccc(NC(=O)/C(=C/c2ccco2)NC(=O)c2ccco2)c1	-0.9	-2.5
CC1CN(C(=O)CSc2nnc(-c3ccccc3)o2)CC(C)O1 (configuration not stated)	-4.4	-1.8
Cc1nn(CCS(=O)(=O)c2ccc(Cl)cc2)c(C)c1Br	-12.6	6.0

(further entries)
SMILES	H9c2 TAG inh	H9c2 TAG inh DAPI viability
CC(C(=O)Nc1ccccc1-c1ccccc1)N1CCN(Cc2ccccc2)CC1 (configuration not stated)	-26.5	32.5
O=S(=O)(c1cccc2cccnc12)N1CCCCC1	-1.4	-1.7
Cc1ccc(NC2=C(Cl)C(=O)OC2OC(C)C)cc1 (configuration not stated)	-0.7	-11.2
COC(CNC(=O)c1ccc2c3c(onc13)-c1ccccc1C2=O)OC	8.4	-9.9
O=C(Nc1ccc([N+](=O)[O-])cc1)N1CCCCC1	-0.8	-0.8
CC(C)c1ccc(CC(=O)N2CCC2(C)C(=O)NS(=O)(=O)c2ccc(F)cc2F)cc1 (configuration not stated)	-13.0	0.8
Cc1ccc(S(=O)(=O)N2CCOCC2)cc1NC(=O)CSc1nnc(C2CC2)n1C1CC1	2.5	6.4
COc1ccc(CN2C(=O)NC3(CCCc4ccccc43)C2=O)cc1F (configuration not stated)	13.6	-4.9
CC(=O)c1cccc(-c2ccc3c(=O)[nH]c(Nc4ccccc4)cc3c2)c1	7.2	3.8
CC(C=Cc1ccccc1)=NNS(=O)(=O)c1ccc([N+](=O)[O-])cc1	-2.3	0.2
O=C(COC(=O)c1ncc(Cl)c(Cl)c1Cl)NCc1cccs1	5.6	-3.4
CCn1nnnc1SCC(=O)Nc1nc2ccc(OC)cc2s1	-21.4	5.1
Nc1ccc2c(c1)C(=O)c1ccc(Cl)cc1-2	6.7	4.6
O=C(Nc1cccnc1Cl)c1ccc(=O)oc1	2.2	-2.5
COc1ccccc1C(=O)N1CCN(Cc2ccc3c(c2)OCO3)CC1	-31.9	8.8
Cc1c(C(=O)NCc2ccoc2)oc2ccc3c(c12)C(=O)CC(C)(C)O3	-15.2	0.7
CC(=O)Nc1ccc(S(=O)(=O)NCC(=O)OCC(=O)N2CCc3ccccc32)cc1	5.1	-7.6
CCOC(=O)Cn1nc(C)c(NC(=O)COc2ccc(OC)cc2)c1C	6.7	3.5
O=C(NNS(=O)(=O)c1ccc(Cl)cc1)c1cccc(S(=O)(=O)N2CCOCC2)c1	-1.1	-4.8
O=C(COc1ccc(S(=O)(=O)N2CCCC2)cc1Cl)NCc1ccc2c(c1)OCO2	6.9	4.1
CC(=O)Nc1c(Cl)cc2c(c1Cl)Cc1cc(N)ccc1-2	7.0	1.6
COc1ccc(CCNC(=O)CCc2ccccc2O)cc1OC	-17.5	4.1
COc1ccc(/C(N)=N/OC(=O)CC2CCCCC2)cc1	10.2	2.6
Nc1c(Cl)cc(-c2[nH]c3cc(C(=O)NCCO)ccc3c(=O)c2O)cc1Cl	-3.4	3.1
O=C(c1ccco1)N1CCN(CC(=O)N(C2CCCCC2)C2CCS(=O)(=O)C2)CC1 (configuration not stated)	3.6	-3.3

One compound at a time (already shown). Values in the order: H9c2 TAG inh, H9c2 TAG inh DAPI viability
CC(C(=O)Nc1ccccc1-c1ccccc1)N1CCN(Cc2ccccc2)CC1 (configuration not stated) across the screens: -26.5, 32.5
COC(CNC(=O)c1ccc2c3c(onc13)-c1ccccc1C2=O)OC across the screens: 8.4, -9.9
CC(C)c1ccc(CC(=O)N2CCC2(C)C(=O)NS(=O)(=O)c2ccc(F)cc2F)cc1 (configuration not stated) across the screens: -13.0, 0.8
Cc1c(C(=O)NCc2ccoc2)oc2ccc3c(c12)C(=O)CC(C)(C)O3 across the screens: -15.2, 0.7
O=S(=O)(c1cccc2cccnc12)N1CCCCC1 across the screens: -1.4, -1.7

Next part:
SMILES	H9c2 TAG inh	H9c2 TAG inh DAPI viability
CCCCNC(=O)C(C#N)c1nc2ccccc2nc1N1CCN(Cc2ccc3c(c2)OCO3)CC1 (configuration not stated)	-3.9	11.8
CCC(C)C(=O)N1CCCC(c2nc(-c3cccs3)no2)C1 (configuration not stated)	1.8	-0.2
CCCOc1ccc(CNC(=O)c2ccc3nc(N4CCOCC4)sc3c2)cc1	37.3	-8.6
CC1(C(=O)NS(=O)(=O)C2CC2)CCCN(C(=O)c2ccc(F)cc2Cl)C1 (configuration not stated)	3.0	2.8
COC(=O)c1ccc(CNC(=O)CSC(C)C(=O)Nc2cc(C)on2)cc1 (configuration not stated)	-2.6	5.0
N#C/C(=C\c1c(F)cccc1Cl)c1nn(-c2ccccc2)c(-n2cccc2)c1C#N	5.1	-5.8
COc1ccc(N(CC(=O)Nc2ccccc2C(F)(F)F)C2=NC3CS(=O)(=O)CC3S2)cc1 (configuration not stated)	6.2	-10.1
CC[C@@]1(C(=O)OC)N[C@H](CN(C)C(=O)Nc2ccc(C)cc2)[C@@H]2C(=O)N(Cc3ccccc3)C(=O)[C@@H]21	-1.4	-9.8
Cc1ccc(S(=O)(=O)NCCC(=O)N2CCC(C(N)=O)CC2)cc1C	0.1	-1.8
Cc1ccc(C(=O)CCC(=O)Nc2cc(C)ccn2)cc1	2.7	-1.3
CCCCN(CC(=O)NC(C)(C)C)C(=O)C(=O)Nc1ccc2c(c1)OCCO2	-12.3	-5.2
NC(=O)c1ccccc1OC1CCC1	-12.6	19.0
CCn1cc(S(=O)(=O)Nc2ccc3c(c2)OCCO3)cn1	-8.2	5.8
CCCNC(=O)c1ccccc1NS(=O)(=O)c1ccc2c(c1)OCCO2	-1.1	4.1
